Screening data (PubChem BioAssay)
LRH-1 inv ag: suppresses constitutive activity of human LRH-1; HEK293T StAR-luciferase reporter, LRH-1 transfected, 24 h; 0.13% of 360,000 active; AID 602396; inhibition, % at 3.6 µM;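 active = inhibition above the mean inhibition of all tested compounds plus 3 SD, cut at about 73% in these data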;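 also: 0% = DMSO wells and 100% = reporter-only cells lacking LRH-1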
Target sequence (O00482 whole entry, looked up): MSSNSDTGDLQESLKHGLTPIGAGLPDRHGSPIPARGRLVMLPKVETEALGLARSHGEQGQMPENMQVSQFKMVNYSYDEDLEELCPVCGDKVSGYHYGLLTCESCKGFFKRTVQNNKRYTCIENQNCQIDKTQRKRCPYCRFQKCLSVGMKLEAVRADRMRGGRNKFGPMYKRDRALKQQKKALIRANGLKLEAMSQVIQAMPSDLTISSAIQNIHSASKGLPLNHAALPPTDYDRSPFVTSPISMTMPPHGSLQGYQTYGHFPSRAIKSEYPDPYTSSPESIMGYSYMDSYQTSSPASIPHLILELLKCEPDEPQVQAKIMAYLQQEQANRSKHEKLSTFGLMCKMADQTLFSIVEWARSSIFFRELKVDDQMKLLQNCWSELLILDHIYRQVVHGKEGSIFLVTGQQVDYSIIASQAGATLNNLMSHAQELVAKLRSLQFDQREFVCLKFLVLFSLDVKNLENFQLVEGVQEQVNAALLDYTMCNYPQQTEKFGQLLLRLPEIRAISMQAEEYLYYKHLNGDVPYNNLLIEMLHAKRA
MC4R ag barr: agonists of human melanocortin 4 receptor (MC4R) beta-arrestin | P32245 | U2OS MC4R beta-arrestin complementation, luminescence; percent of melanotan II response, DMSO zero | activation, % at 8.9 µM | 0.98% of 360,000 active;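 active = activation above a per-plate cutoff, the mean activation of sample wells on that plate plus 3 SD, cut at about 8% in these data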
COUP-TFII inh: blocks human COUP-TFII nuclear receptor | P24468 | HEK293T NGFI-A luciferase reporter, luminescence | inhibition, % at 8.6 µM | 0.7% of 370,000 active | AID 686940;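 active = inhibition above a per-plate cutoff, mean inhibition of test wells between control levels plus 3 SD, cut at about 38% in these data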;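 also: cells cotransfected with COUP-TFII expression vector driving the NGFI-A reporter; 0% = median of COUP-TF2 test wells and 100% = reporter-only cells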
Target sequence (P24468 whole entry, looked up): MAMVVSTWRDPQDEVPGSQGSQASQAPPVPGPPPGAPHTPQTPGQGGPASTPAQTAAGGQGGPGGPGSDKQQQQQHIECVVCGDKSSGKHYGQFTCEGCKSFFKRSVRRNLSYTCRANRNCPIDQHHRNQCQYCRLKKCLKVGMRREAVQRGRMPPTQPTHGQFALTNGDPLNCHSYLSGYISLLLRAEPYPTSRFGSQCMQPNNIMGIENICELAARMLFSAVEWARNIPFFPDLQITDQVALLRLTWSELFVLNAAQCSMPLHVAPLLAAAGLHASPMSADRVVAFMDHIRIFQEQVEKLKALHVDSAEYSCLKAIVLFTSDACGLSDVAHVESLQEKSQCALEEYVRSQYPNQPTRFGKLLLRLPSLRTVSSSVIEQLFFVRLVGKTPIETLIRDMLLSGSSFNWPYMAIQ
SRC2 inh: inhibits human steroid receptor coactivator 2; Q15596; HEK293 GAL4-SRC2 luciferase reporter, luminescence; inhibition, % at 9 µM; 0.17% of 370,000 active;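 active = inhibition above the mean inhibition of all tested compounds plus 3 SD, set per campaign, cut at about 52% in these data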;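 also: 0% = DMSO treated cells and 100% = cells given Gossypol at 36 µM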
ABHD5 PLIN5 PPI: inhibitors of human ABHD5-perilipin-5 interaction; AID 602281; inhibition, % at 4 µM; Q00G26+Q8WTS1; 0.78% of 360,000 active; Split G. princeps luciferase complementation, luminescence, 4 h;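 active = inhibition above the mean inhibition across every tested compound plus 3 SD, cut at about 22% in these data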;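 also: 0% = DMSO only wells and the 100% control is not disclosed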
NOD2 RIPK2 PPI: blocks binding of human NOD2 to RIPK2; CHO BLA complementation NOD2-RIPK2, CCF4 ratio; inhibition, % at 4.98 µM; 0.38% of 360,000 active; AID 624267; in the data active = inhibition above about 21%;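 also: 0% = vehicle only and 100% = reference blocker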
EBV LMP1 NFkB: Epstein-Barr LMP1 NF-kappaB reporter inhibition; LMP1-induced NF-kappaB luciferase reporter cells, luminescence; inhibition, % at 12.5 µM; 0.69% of 350,000 active; AID 504558; in the data active = inhibition above about 41%;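 also: 0% = neutral control wells and 100% = reference inhibitor control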
TLR9-MyD88 inh: blocks human TLR9 binding to MyD88. Q9NR96+Q99836. CHO BLA complementation TLR9-MyD88, CCF4 FRET ratio. inhibition, % at 4.98 µM. 0.21% of 340,000 active. AID 504734;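 active = inhibition above the mean over all tested compounds plus 3 SD, cut at about 21% in these data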;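 also: 0% = DMSO only wells and 100% = clavulanate BLA inhibitor control wells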
MC4R antagonist: blocks human MC4R cAMP signaling; P32245; MC4R-expressing cells, MTII-stimulated cAMP, LANCE TR-FRET; inhibition, % at 6.5 µM; 0.48% of 360,000 active;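 active = inhibition above its plate's cutoff, the mean of tested wells on that plate plus 3 SD, cut at about 29% in these data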;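 also: 0% = Melanotan II alone and 100% = Melanotan II plus saturating MCL0020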
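System: U2OS-MC4R stable cell line; Technique: Eu-cAMP/anti-cAMP TR-FRET, emission 671 nm; Repeats: single well per compound; Also added: Melanotan II; Dosing: one concentration, 6.5 µM nominal; Schedule: 30-min compound, 1-h challenge, 1-h detection, room temperature.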
NCOA1 inh: inhibits human SRC1 coactivator. HEK293 GAL4-SRC1 luciferase reporter, luminescence. inhibition, % at 3.6 µM. Q15788. 0.12% of 360,000 active. AID 588354;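 active = inhibition above the campaign mean plus 3 SD, with each screening campaign given its own cutoff, cut at about 60% in these data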;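 also: 0% = DMSO treated cells and 100% = gossypol at 36 µM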
SRC3 inh: inhibits human SRC3 coactivator; Q9Y6Q9; HEK293 GAL4-SRC3 luciferase reporter, luminescence; inhibition, % at 3.6 µM; 0.17% of 360,000 active; AID 588352;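 active = inhibition above a per-campaign cutoff, the mean of all compounds plus 3 SD, cut at about 60% in these data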;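 also: 0% = DMSO-treated cells and 100% = gossypol-treated cells at 36 µM; higher means less SRC3-driven luciferase light from the GAL4 reporter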
An asterisk follows results filed as active; . = no result given. Some of the compounds tested, so the mix of outcomes need not match the whole.

no.	LRH-1 inv ag	MC4R ag barr	COUP-TFII inh	SRC2 inh	ABHD5 PLIN5 PPI	NOD2 RIPK2 PPI	EBV LMP1 NFkB	TLR9-MyD88 inh	MC4R antagonist	NCOA1 inh	SRC3 inh	compound
1	-2.2	-1.5	21.3	9.4	2.8	-2.1	2.8	3.6	1.2	-35.4	16.7	COc1ccc(CCNC(=O)C(=O)NCC2OCCN2S(=O)(=O)c2cccs2)cc1OC (configuration not stated)
2	-2.9	-0.4	-2.0	-3.8	-1.6	-2.6	-4.8	-6.4	-2.2	5.4	1.1	COc1ccc(NC(=O)c2oc3ccccc3c2CSC)cn1
3	-6.8	2.6	-26.7	-37.4	-3.7	-5.5	.	.	1.4	-71.8	-44.3	CNc1cc(C(=O)Nc2cccc(OCc3ccccc3)c2)ncn1
4	2.4	-3.9	-7.6	-8.5	2.7	-4.9	-1.7	-9.4	-3.7	-46.6	-1.7	COc1ccc(C(C)(C)NC(=O)C2CCC(=O)N(C3CC3)C2)cc1OC (configuration not stated)
5	12.8	0.9	-6.0	5.5	0.3	-0.7	-6.4	4.2	-0.3	-6.5	-1.1	COc1ccc(NC(=O)Cc2ccc(-c3ccccc3)cc2)cn1
6	-6.2	-1.4	7.9	-14.1	-7.5	3.4	1.8	-0.7	5.7	-12.0	5.5	COC(=O)c1sc(NC(=O)c2ccco2)c(C#N)c1C
7	-13.3	0.1	11.5	1.0	-8.5	17.4	-7.5	2.3	20.9	-0.6	0.3	COc1ccc(OCC(=O)OCC(=O)NC2CCCCC2C)cc1 (configuration not stated)
8	7.3	-1.1	8.8	-7.2	-5.6	-4.6	-1.5	-6.3	8.4	-8.6	-4.2	Cc1c(OCC(=O)N2CCC(C(=O)O)CC2)ccc2c1oc(=O)c1ccccc12
9	-22.2	-1.3	-22.5	-42.3	15.8	6.3	-2.0	10.0	1.1	-44.1	-14.9	O=C(/C=C/c1ccc(O)cc1)c1ccccc1
10	5.5	-0.5	-3.8	26.6	5.8	-11.1	8.0	-2.2	8.1	-21.9	22.6	COc1cc(-c2cc(C(=O)Nc3cc(S(=O)(=O)N4CCOCC4)ccc3C)c3ccccc3n2)cc(OC)c1OC
11	8.6	-1.1	-5.5	17.6	-1.5	-7.4	0.1	0.1	-0.3	-13.2	-9.6	CCCCn1c(SCC(=O)N2CCCC2=O)nc2cc(S(N)(=O)=O)ccc21
12	-0.2	5.0	3.3	-25.2	-8.4	-2.1	3.5	3.9	10.5	15.6	15.2	COc1cc(/C=C2\NC(=S)N(C)C2=O)ccc1OCc1ccccc1F
13	8.7	0.1	6.3	-5.0	2.6	-5.0	-2.8	5.7	0.3	-51.5	7.3	CCCC1C2C(=O)N(c3cccc(C)c3)C(=O)C2ON1c1ccccc1 (configuration not stated)
14	-8.5	-2.9	4.3	3.8	-10.7	1.7	-3.1	0.9	-0.8	0.9	-4.2	CCCCn1c(SCC(=O)NCc2ccc3c(c2)OCO3)nnc1C(CC)N(C)C (configuration not stated)
15	-47.6	-0.9	-22.5	-64.1	-3.9	0.5	-25.1	3.0	-0.2	-76.2	-65.3	Cc1ccc(NC(=O)n2ncc3c(C)cccc32)cc1F
16	12.5	-0.1	11.9	-18.1	-10.1	-0.1	2.0	-1.8	10.6	-29.6	-3.9	CN(CC(=O)NCC1CCCCC1)S(=O)(=O)c1ccc(Cl)cc1
17	-20.1	-1.2	5.1	-13.6	-4.3	-3.7	-7.1	-1.3	14.6	-15.7	-30.5	O=C(CNS(=O)(=O)c1cccs1)N1CCN(c2ccccc2F)CC1
18	-91.8	-0.4	-29.3	-55.5	-3.9	-1.8	-54.4	4.4	2.4	-151.6	-112.5	Cc1cccc(Nc2nc(-c3ccccc3)cs2)n1
19	3.7	0.1	12.4	-5.3	5.5	0.0	1.6	5.8	-2.6	21.0	3.9	COc1ccc(/C=C(\NC(=O)c2ccccc2)C(=O)NCCN2CCOCC2)cc1
20	-11.8	-2.6	15.8	-8.0	-2.6	-7.0	-0.4	-13.0	4.2	4.9	9.1	CSc1ccc(CN2CCC(Oc3ccc(C(=O)N4CCCC4)cc3)CC2)cc1
21	11.1	-0.5	0.0	-10.4	-5.8	5.6	-2.6	-0.9	0.8	-3.3	13.6	CC1CN(C(=O)c2ccccc2OCc2ccccc2Cl)CC(C)O1 (configuration not stated)
22	-69.5	-1.2	-21.3	-72.7	1.1	-9.2	-15.0	-10.3	4.3	-44.0	-68.4	COc1ccc(-c2nnc(SCc3ccccc3)n2N)cc1
23	5.6	0.8	2.6	12.6	4.8	-5.4	-0.1	-12.3	5.0	2.0	1.3	N#Cc1ccc(S(=O)(=O)N2CCN(C(=O)[C@@H]3CCCN3C(=O)c3cccs3)CC2)cc1
24	9.6	4.6	.	.	-12.7	-9.1	6.6	7.1	7.2	20.4	9.4	CC(C)(C)NC(=O)NC(=O)CSc1ncc(C(F)(F)F)cc1Cl
25	-3.2	-4.5	-9.8	-25.4	1.2	0.3	2.3	-4.1	-4.6	-31.6	-4.1	CCCCC(=O)Nc1ccc(NC(=O)c2cnccn2)cn1
26	3.3	-2.5	-6.3	-12.0	2.8	1.9	7.1	3.7	-1.8	-27.4	-4.3	O=C(CN1C(=O)CSc2ncccc21)Nc1ccccc1F
27	8.3	-2.2	9.8	7.4	1.5	7.4	2.3	1.3	2.6	2.7	7.7	CCCNS(=O)(=O)c1ccc(NC(=O)c2cccnc2)cc1
28	15.7	3.2	2.4	-2.6	5.4	0.1	-5.3	4.8	-0.1	-1.9	18.6	C=CCn1c(=O)c2ccccc2n2c(SCC(=O)Nc3cc(C)on3)nnc12
29	9.1	-0.2	-2.7	-1.8	4.4	-2.5	5.2	-0.9	5.2	-12.7	22.3	CCCCn1c(N)c(N(CCOC)C(=O)c2cc(S(=O)(=O)N3CCOCC3)ccc2Cl)c(=O)[nH]c1=O
30	-4.9	-1.6	-14.4	13.9	20.1	-6.6	3.0	8.3	0.7	-8.8	11.1	O=S1(=O)c2cccc3cccc(c23)N1CCBr
31	16.7	-0.4	8.0	-12.3	4.6	-9.3	-10.0	-5.4	-3.1	5.4	4.1	Cc1oc2cc(O)ccc2c(=O)c1N1C(=O)c2ccccc2C1=O
32	14.1	0.7	3.4	1.3	-3.2	-0.6	7.2	4.0	8.2	6.6	5.8	CCOC(=O)C1=C(CSc2nncn2C)NC(=O)NC1c1cc(OCC)ccc1OCC (configuration not stated)
33	12.1	-0.1	-2.7	-2.8	-1.7	1.0	-1.9	-1.8	15.0	-3.7	2.1	OCCC1CN(Cc2cccc(C(F)(F)F)c2)CCN1Cc1ccccc1 (configuration not stated)
34	13.9	18.4*	-0.1	-5.8	2.5	3.2	0.4	13.6	2.9	-10.3	-4.1	O=c1c(Cl)c(N/N=C/c2ccc(Cl)cc2)cnn1-c1ccccc1
35	10.8	-0.7	-10.1	3.3	0.0	-0.8	-2.2	3.9	-4.5	-7.8	5.4	COc1cc(C(=O)OCC(=O)Nc2ccccc2)cc2c1OCCO2
36	-14.4	2.6	19.8	2.5	6.5	-5.4	0.8	2.6	20.3	8.2	-4.0	O=C(CCC(=O)Nc1ccc(Br)cc1)N/N=C/c1ccccc1F
37	5.3	-2.6	-6.7	7.0	19.8	3.4	-34.0	3.8	-38.4	-23.4	-24.0	N=c1c(C(=O)NCc2ccc(F)cc2)cc2c(=O)n3ccccc3nc2n1Cc1ccco1
38	-27.4	-1.1	-22.8	-22.0	-4.5	0.3	-0.9	-1.1	-1.6	-49.8	8.1	CC(C)(Oc1ccc(Cl)cc1)C(=O)Nc1ccc(S(=O)(=O)Nc2ncccn2)cc1
39	-3.8	0.1	11.2	6.0	2.7	-9.7	3.8	-0.6	-0.6	9.6	-6.7	COc1cc(NS(=O)(=O)c2ccc(-c3ccc(=O)[nH]n3)o2)cc(OC)c1OC
40	-72.4	-0.8	-12.2	-20.5	-1.5	0.2	1.1	3.0	4.8	-43.0	-20.2	O=C(Nc1ccn(-c2ccccc2)n1)c1ccc(Cl)cc1
41	0.2	0.9	-2.6	-20.5	-7.7	7.5	11.6	-6.4	-6.2	-7.7	17.4	CCOc1ccc(N(CC(=O)Nc2ccccc2C)S(=O)(=O)c2c(C)noc2C)cc1
42	1.6	1.9	15.6	-8.9	-9.8	-11.8	-1.8	-7.7	6.7	-1.9	8.9	O=C(C1=C(O)C(=O)N(CC2CCCO2)C1c1ccccc1)c1ccco1 (configuration not stated)
43	-2.7	1.6	12.1	-2.2	-2.6	-9.6	0.5	-5.5	0.6	-1.4	13.2	CC1CCCN(S(=O)(=O)c2ccc(S(=O)(=O)N3CCC4(CC3)OCCO4)cc2)C1 (configuration not stated)
44	-0.3	-0.3	-4.5	-22.8	-12.4	6.0	0.1	7.7	0.1	8.0	-5.6	Cc1ccc(C)c(NCc2n[nH]c(=S)n2-c2ccccc2)c1

Along the list, quoted from above.
SRC2 inh, compounds 30–36 → 13.9, -12.3, 1.3, -2.8, -5.8, 3.3, 2.5

Compounds from the list above that contain a cyano group:
no.	LRH-1 inv ag	MC4R ag barr	COUP-TFII inh	SRC2 inh	ABHD5 PLIN5 PPI	NOD2 RIPK2 PPI	EBV LMP1 NFkB	TLR9-MyD88 inh	MC4R antagonist	NCOA1 inh	SRC3 inh	compound
6	-6.2	-1.4	7.9	-14.1	-7.5	3.4	1.8	-0.7	5.7	-12.0	5.5	COC(=O)c1sc(NC(=O)c2ccco2)c(C#N)c1C
23	5.6	0.8	2.6	12.6	4.8	-5.4	-0.1	-12.3	5.0	2.0	1.3	N#Cc1ccc(S(=O)(=O)N2CCN(C(=O)[C@@H]3CCCN3C(=O)c3cccs3)CC2)cc1
